HePTP inhibitor = blocks human HePTP tyrosine phosphatase; 0.64% of 110,000 active; P35236; recombinant HePTP phosphatase activity, OD absorbance; inhibition, % at 20 µM; in the data active = inhibition above about 50%;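 note: plate controls were vehicle for no effect and reference inhibitor for full effect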
Target sequence (P35236 whole entry, looked up): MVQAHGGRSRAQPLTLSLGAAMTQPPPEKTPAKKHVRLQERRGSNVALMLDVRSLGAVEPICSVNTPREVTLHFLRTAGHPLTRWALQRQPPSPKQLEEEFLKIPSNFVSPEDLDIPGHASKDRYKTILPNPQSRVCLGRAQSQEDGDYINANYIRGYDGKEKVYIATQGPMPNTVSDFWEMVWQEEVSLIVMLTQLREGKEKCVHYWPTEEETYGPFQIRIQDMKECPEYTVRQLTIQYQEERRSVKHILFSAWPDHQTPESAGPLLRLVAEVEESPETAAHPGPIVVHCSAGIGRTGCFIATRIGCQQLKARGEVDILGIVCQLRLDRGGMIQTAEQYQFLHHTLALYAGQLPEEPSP
BAP1 inh = inhibitors of human BAP1 deubiquitinase; recombinant BAP1, Ub-AMC hydrolysis fluorescence kinetic; hits give low values; activity remaining (% of control), % at 20 µM; AID 436; 0.48% of 72,000 active;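 active = activity remaining at or below 50% of control, provided the compound also passes the data quality filters; inactive = the rest, including low values that fail the filters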;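 note: 100% = DMSO wells rate and 0% = substrate alone blank rate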
Target sequence (Q92560 whole entry, looked up): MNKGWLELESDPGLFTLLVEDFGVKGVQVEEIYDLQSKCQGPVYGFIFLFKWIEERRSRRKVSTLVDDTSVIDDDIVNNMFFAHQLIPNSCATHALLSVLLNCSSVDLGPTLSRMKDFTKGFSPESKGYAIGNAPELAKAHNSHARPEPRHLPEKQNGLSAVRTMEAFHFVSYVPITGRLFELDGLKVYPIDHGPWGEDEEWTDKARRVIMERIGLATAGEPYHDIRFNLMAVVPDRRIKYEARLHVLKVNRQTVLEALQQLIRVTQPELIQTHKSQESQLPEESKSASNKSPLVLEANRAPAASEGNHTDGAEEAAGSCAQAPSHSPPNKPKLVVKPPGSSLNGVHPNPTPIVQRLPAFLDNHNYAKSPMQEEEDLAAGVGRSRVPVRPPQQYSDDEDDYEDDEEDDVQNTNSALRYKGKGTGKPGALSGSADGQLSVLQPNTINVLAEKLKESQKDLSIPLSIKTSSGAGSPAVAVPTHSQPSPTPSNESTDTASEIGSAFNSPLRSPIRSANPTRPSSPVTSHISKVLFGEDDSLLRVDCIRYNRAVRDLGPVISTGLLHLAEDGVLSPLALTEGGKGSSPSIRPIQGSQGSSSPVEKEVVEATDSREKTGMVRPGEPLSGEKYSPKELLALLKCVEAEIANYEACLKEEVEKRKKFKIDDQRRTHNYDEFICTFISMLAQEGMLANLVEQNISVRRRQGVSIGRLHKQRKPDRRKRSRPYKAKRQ
Active calls of the source: *; . = not tested or not shown; & = joins results of further samples.

BAP1 inh,HePTP inhibitor,SMILES
105.0,-12.3,CCCOc1ccccc1NC(=O)CC1Nc2ccccc2NC1=O (stereo not drawn)
95.9,4.6,COc1ccc(OC)c(Nc2cc(C)nc3nc(C)nn23)c1
.,5.4,COC(=O)c1ccc(COc2ccc3c(oc(=O)c4ccccc43)c2C)cc1
112.6,.,C=CCSC1=C(C#N)C(c2cccc(OC)c2)CC(=O)N1 (stereo not drawn)
74.9,2.8,COc1cccc(C(=O)N2CCN(S(=O)(=O)Cc3ccccc3)CC2)c1OC
126.3,2.9,O=C(Cc1cn2ccsc2n1)Nc1nc2c(s1)CN(Cc1ccccc1)CC2
.,-11.4,C=CCN1C(=O)/C(=C\c2cccc(OS(=O)(=O)c3ccc(C)cc3)c2)SC1=S
118.1,7.3,COc1cccc(-c2nnn(CC(=O)NC3CCCC3)n2)c1OC
97.3,5.3,CCCn1c(SCC(=O)Nc2ccc3c(c2)OCO3)nc2c1c(=O)n(C)c(=O)n2C
.,7.5,COc1ccc(/C=C2\SC(=O)N(CCC(=O)N3CCCCC3)C2=O)cc1OC
86.7&98.8,10.0,CCCNC(=O)NS(=O)(=O)c1ccc(Cl)cc1
.,3.0,COC(=O)c1ccc(C(=O)OC)c(NC(=O)/C=C/c2ccc(F)cc2)c1

Remaining list, next part:
BAP1 inh,HePTP inhibitor,SMILES
86.4,5.3,CCCCNC(=O)Nc1c(C(=O)OCC)[nH]c2ccccc12
104.9,2.6,CSc1ncccc1C(=O)OCC(=O)N(CC(C)C)C1CCS(=O)(=O)C1 (stereo not drawn)
.,4.1,Cc1cccc2c(=O)oc(-c3ccc(F)cc3)nc12
92.5,-8.3,O=C(NS(=O)(=O)c1ccccc1)c1ccccc1O
98.8,2.1,NCCCCCc1nnc(SCC(=O)c2ccc(Cl)cc2)o1
94.6,7.2,COc1cc(C(=O)Nc2ccc3c(c2)OCCO3)ccc1OC(C)C
.,2.8,COc1cc(/C=N\Nc2nnc(C)c(=O)[nH]2)cc([N+](=O)[O-])c1O
96.7,-0.1,O=C(CCCN1C(=O)C2C3C=CC(C3)C2C1=O)N1CCN(c2ccccc2)CC1 (stereo not drawn)
125.9,-0.8,COc1ccccc1NC(=O)CN1C(=O)c2ccccc2C1=O
.,1.2,Cc1ccc(S(=O)(=O)Nc2ccc(NC(=O)c3sc4cc(C)ccc4c3Cl)cc2)cc1
64.9,-8.2&-1.9,CCc1cc2c(=O)c(-c3nc4ccccc4n3C)c(C)oc2c(CN2CCOCC2)c1O
119.9,1.4,COc1cc(-c2nc(-c3ccc(-c4ccccc4)nc3OC)no2)cc(OC)c1OC

Next section
BAP1 inh,HePTP inhibitor,SMILES
.,9.5,O=[N+]([O-])c1cccc(-c2n[nH]c(-c3ccccc3)c2-c2nc3ccccc3[nH]2)c1
.,5.8,CCOC(=O)C1=C(C)N=c2s/c(=C\c3cc([N+](=O)[O-])cc(Br)c3O)c(=O)n2C1c1cccs1 (stereo not drawn)
84.9,3.9,CCc1ccccc1NC(=O)c1cc(C2CC2)on1
.,0.8,Cc1ccc(C(NC(=O)c2ccccc2)c2c(O)ccc3ccccc23)cc1 (stereo not drawn)
.,0.5,CC(/C=N\N1CCN(c2ccccc2)CC1)=C\c1ccccc1
.,8.1,O=C(Cc1ccccc1)NC(c1ccc(Cl)cc1)c1c(O)ccc2ccccc12 (stereo not drawn)
96.5,2.1,O=C(Nc1ccccc1)c1cnc[nH]1
93.5,7.7,Cn1c2ccccc2c2cnn(CC(=O)O)c(=O)c21
65.6,2.5,COc1ccc(CC(=O)N(Cc2cc3cc(OC)ccc3[nH]c2=O)C(C)C)cc1
.,-5.8,Cc1ccc(N2C(=O)NC(=O)/C(=C\c3ccc(OCC(=O)O)c(Br)c3)C2=O)cc1
101.5,-1.1,CC(C)C(NC(=O)C1CCCCC1)C(=O)Nc1ccncc1 (stereo not drawn)
117.2,4.6,CC(NC(=O)CSc1nc2ccccc2c(=O)n1CCCO)c1ccccc1 (stereo not drawn)

(continued)
BAP1 inh,HePTP inhibitor,SMILES
74.1,0.1,c1ccc(-c2noc(-c3ccc4c(c3)OCO4)n2)nc1
100.1,-4.3,O=C(O)CCCCCNc1nc2ncn(Cc3ccccc3)c2c(=O)[nH]1
112.2,0.7,Cc1ccc(OC(=O)c2ccc(C)c(C)c2)cn1
97.7,8.2,CCOC(=O)C1CCN(Cc2ccc(N(C)C)cc2)CC1
.,-2.4,CCC(C)N1CCN(S(=O)(=O)c2ccccc2)CC1 (stereo not drawn)
98.7,1.6,O=C(O)c1c2c(nc3ccc(S(=O)(=O)N4CCC(C(=O)NC5CCCC5)CC4)cc13)CCCCC2
99.0,6.6,CCN(CCNC(=O)C1CCCN(S(=O)(=O)c2cnc[nH]2)C1)c1ccccc1 (stereo not drawn)
100.6,8.9,C(/CCc1ccccc1)=N\n1cnnc1
147.0,1.0,CC1CCCN(C(=O)c2cc(F)c(F)cc2Cl)C1 (stereo not drawn)
95.8,3.3&-4.5,CCOC(=O)Oc1ccc2oc(=O)cc(C)c2c1
.,16.6,O=C(CSc1nc2ccc([N+](=O)[O-])cc2s1)c1ccc(F)cc1
79.1,32.1,COc1ccc(CCN2CC3=C(C2=O)C(c2ccccc2)NC(=O)N3C)cc1OC (stereo not drawn)

Further entries follow.
BAP1 inh,HePTP inhibitor,SMILES
105.6,-2.1,CC1=C(C(=O)Nc2ccccc2)C(c2ccncc2)n2nnnc2N1 (stereo not drawn)
117.7,3.0,Cn1c(SCCS(=O)(=O)c2ccc(Cl)cc2)nnc1-c1ccccc1
.,6.7,Cc1ccc(CN2C(=O)CSC2c2cn(-c3ccccc3)nc2-c2ccccc2)cc1 (stereo not drawn)
.,-3.2,O=C1NC(=O)N(c2ccc(Cl)cc2)C(=O)/C1=C\c1ccc(-c2ccccc2[N+](=O)[O-])o1
145.9,-3.4,Oc1ccccc1-c1nc(NCCN2CCOCC2)c2ccccc2n1
89.6,6.4,CCCCOc1ccc(-c2nnn(CC(=O)Nc3ncc(CC(=O)OCC)s3)n2)cc1
.,-1.7,C=CCNC(=O)CN(c1cccc(OC)c1)S(=O)(=O)c1ccccc1
.,1.4,CCN(CC)c1ccc(N2C(=O)/C(=C/c3ccc(OC)c(OC)c3)SC2=S)cc1
.,7.2,Cc1ccc(S(=O)(=O)N2CCN(Cc3cccc4ccccc34)CC2)cc1
.,8.6,O=C(Nc1ccccc1)c1ccc(NS(=O)(=O)c2ccccc2)cc1
.,-1.8,COc1ccc(C(NC(=O)c2ccccc2)c2ccc3cccnc3c2O)cc1 (stereo not drawn)
.,-4.2,CCCCN(CC)CCNC(=O)Cn1cnc2sc(C)c(S(=O)(=O)N3CCOCC3)c2c1=O

Remaining list, next part.
BAP1 inh,HePTP inhibitor,SMILES
.,1.8,O=c1c2c3c(sc2ncn1/N=C/c1cc([N+](=O)[O-])ccc1O)CCCC3
94.8,2.9,COc1ccc(C(=O)N(Cc2nc(-c3ccc(C)cc3)no2)C(C)C)cc1OC
.,1.1,CC(OCc1ccccc1)C(NC(=O)OC(C)(C)C)C(=O)Nc1nccs1 (stereo not drawn)
.,-6.7,CCOC(=O)C(CC(C)C)NC(=O)CCN1C(=O)c2ccccc2C1=O (stereo not drawn)
.,6.0,CCN(CC)C(=O)c1sc(NC(=O)C(C)(C)C)c(C(=O)OC)c1C
.,-1.5,COCCN1C(=O)/C(=C\c2ccc3c(c2)OCO3)C(C(=O)OC)=C1C
.,0.9,O=C1CSC(c2ccc(Cl)cc2)N1c1ccc(Cl)c(Cl)c1 (stereo not drawn)
100.7,8.7,Cc1ccc(-c2nc(COC(=O)c3c(C)noc3C)cs2)cc1
116.3,2.3,Nc1nnc(SCC(=O)NC2CCCCC2)n1-c1ccccc1
.,-32.0,COc1ccc(S(=O)(=O)Nc2ccc(Oc3ccccc3)cc2)cc1OC
.,-6.3,O=C(COc1ccc(Cl)cc1)NNC(=O)C1CCCCC1
.,-8.2,O=C(/C=C/c1ccc(-c2cccc([N+](=O)[O-])c2)o1)c1ccco1

Continuation.
BAP1 inh,HePTP inhibitor,SMILES
63.8,-11.6,O=C(CCn1nnc2ccccc21)Nc1nnc(-c2ccccc2F)s1
100.4,16.3,Cc1sc(-n2cccc2)c(C(=O)O)c1C
75.4,3.2,O=C1CC(N2CCC(O)(c3ccc(Cl)cc3)CC2)C(=O)N1Cc1ccc(N2CCCC2=O)cc1 (stereo not drawn)
94.9,8.6,CS(=O)(=O)N(CCC(=O)O)Cc1ccccc1
96.2,7.1,CC(C)(C)c1cc(C(=O)NCc2ccco2)ccn1
98.1,0.3,CC(CC(C)C(=O)N1CCOCCN(C(=O)C(C)CC(C)C(=O)O)CCOCC1)C(=O)O (stereo not drawn)
96.3,6.7,C=CCn1c(-c2cc(OC)cc(OC)c2)n[nH]c1=S
94.2,-2.7,Cc1cc(C(F)(F)F)c2c(C)nn(CCc3nn[nH]n3)c2n1
.,1.9,CCOc1ccc2oc(=O)cc(C)c2c1
112.2,-6.5,COc1ccc(S(=O)(=O)Cc2ccc(C(=O)NC3CC3)o2)cc1
.,0.1,Cc1ccc2c(c1)C1CN(C)CCC1N2C(=O)Nc1ccc(Cl)cc1 (stereo not drawn)
86.3,-6.9,O=C(COc1ccccc1)NCc1ccc2c(c1)OCO2

Next part.
BAP1 inh,HePTP inhibitor,SMILES
69.4,-20.1,O=C(COc1ccccc1)NCCCN1CCOCC1
.,-2.0,O=C1C(=C2c3ccccc3C(=O)C2C2c3ccccc3Oc3ccccc32)C(=O)c2ccccc21 (stereo not drawn)
62.3,8.8,CCCc1cc(C(N)=O)c(NC(=O)c2ccco2)s1
68.4,3.5,CC(NC(=O)c1cccnc1)c1ccc2c(c1)OCO2 (stereo not drawn)
90.2,-9.8,CCOC(=O)N1CCC(NC(=O)CN2C(=O)CSc3ncccc32)CC1
.,3.8,CC(=O)Cc1nsc(NC(=O)c2ccc(-c3cccc(C(F)(F)F)c3)o2)n1
69.3,10.2,COc1ccc(CCCC(=O)O)c(C)c1
73.6,8.6,Cc1oc2nc(SCC(=O)N3CCCCC3)nc(N)c2c1C
.,3.4,CCCCCC(=O)NNC(=O)Cc1ccc(OC)cc1
.,3.1,Cc1cc(C)nc(/N=C(/N)Nc2cccc(N)c2)n1
.,2.1,CCOc1ccc(C(=O)Nc2cc(C)ccn2)cc1Br
81.5,-7.4,CCOc1ccc(S(=O)(=O)n2cnc3cc(C)c(C)cc32)cc1

Compound profiles (already shown).
COC(=O)c1ccc(C(=O)OC)c(NC(=O)/C=C/c2ccc(F)cc2)c1 as listed: BAP1 inh = .; HePTP inhibitor = 3.0
Cc1cccc2c(=O)oc(-c3ccc(F)cc3)nc12 as listed: BAP1 inh = .; HePTP inhibitor = 4.1
COc1ccc(C(NC(=O)c2ccccc2)c2ccc3cccnc3c2O)cc1 (stereo not drawn) as listed: BAP1 inh = .; HePTP inhibitor = -1.8

Next entries
BAP1 inh,HePTP inhibitor,SMILES
501.5,2.6,COCCCn1c2nc3ccccc3nc2c2c(=O)n(CC3CCCO3)cnc21 (stereo not drawn)
97.2,-3.8,Cc1ccc2c(c1)NC(=O)C(CC(=O)NCCCN1CCCC1)O2 (stereo not drawn)
76.9,1.9,Cc1cc(C)c2c(-n3cccc3)c(C(=O)O)sc2n1
.,1.9,COc1ccc(/C=C2\SC(=O)N(c3cccc(C)c3)C2=O)cc1
98.2,4.9,Cc1cc(NC(=O)c2cc(C(C)C)on2)no1
72.0,-5.8,CCOC(=O)C1=C(C)NC(C)=C(C(=O)OC)C1c1ccc(Cl)cc1 (stereo not drawn)
101.6,4.4,Cc1cc(C)nc(N2CCC(C(=O)NCc3ccco3)CC2)n1
96.2,-1.1,COc1c(C)cc(Br)cc1C(=O)Nc1cccc(-c2nc3ncccc3o2)c1
103.4,3.1,CC1(C)CC(=O)C(C=NCCN2CCN(CCCCS(=O)(=O)O)CC2)=C(O)C1
.,-6.6,Cc1nc2cc(-c3cccc(Cl)c3)nn2c(C)c1Cl
71.7,-7.8,O=C(Cc1ccc2c(c1)OCCO2)c1c(O)cc(O)cc1O
82.8,9.6,CC1CCCCN1C(=O)Cn1c(=O)n(C2CCCCC2)c(=O)c2ccccc21 (stereo not drawn)

Additional records follow:
BAP1 inh,HePTP inhibitor,SMILES
.,8.1,CCc1cccc(C)c1NC(=O)CCC(=O)O
103.6,2.8,O=C1COc2ccc(C(=O)COC(=O)CCc3ccc(S(=O)(=O)N4CCOCC4)cc3)cc2N1
.,2.5,COC(=O)c1ccccc1NC(=O)CN(c1ccc(Br)cc1)S(C)(=O)=O
.,-3.1,O=C(c1cccc(Cl)c1)N1CCCc2ccccc21
.,2.9,COc1ccc(N/C(C)=C/C(=O)c2ccc(Cl)cc2)c(OC)c1
.,4.8,CCn1c(CNC(=O)c2ccco2)nnc1SCC(=O)Nc1cc(C(F)(F)F)ccc1Cl
97.3,5.6,c1ccc(Oc2nc(NCc3ccco3)nc(NCc3ccco3)n2)cc1
65.6,5.5,COc1ccc(N2C(=O)NC3CC2(C)Oc2ccc(Br)cc23)cc1OC (stereo not drawn)
72.7,0.3,O=C(Nc1ccc2nc(-c3ccco3)[nH]c2c1)c1cccs1
99.4,-1.4,COc1cc2sc(C)nc2c2sccc12
.,7.8,CCOC(=O)c1cc(NC(=O)OC)c(C)nc1C
.,1.0,Cc1ccc(C(=O)Oc2ccc(NS(=O)(=O)c3cc(C)ccc3C)cc2)cc1

Further structures.
BAP1 inh,HePTP inhibitor,SMILES
.,-7.4,CN(C)c1ccc(/C=N/OC(=O)Nc2ccccc2)cc1
100.8,5.5,O=C(Nc1ncccn1)C1CCCN1S(=O)(=O)c1ccc(Cl)c(Cl)c1 (stereo not drawn)
.,3.8,Cc1cccc(C)c1NC(=O)c1ccc(CN2CCOCC2)cc1
.,-7.7,O=C(O)c1c(Br)c(Br)c(Br)c(Br)c1C(=O)N1CCOCC1
.,5.3,O=C(CSc1nnnn1-c1ccccc1)Nc1ncc2c(n1)CC(c1ccco1)CC2=O (stereo not drawn)
.,6.7,Cc1nc(NCc2ccc3c(c2)OCO3)c2nnn(Cc3ccccc3)c2n1

No enrichment for hits; 0.83% or so of the library scored in one or more.
